12-LOX inh: Primary qHTS assay for inhibitors of human arachidonate 12S-lipoxygenase (ALOX12): Round 2; Polyunsaturated fatty acid lipoxygenase ALOX12 (Homo sapiens), P18054; purified 12hLO, xylenol orange hydroperoxide absorbance; Potency, µM (doses to about 108 µM), without a hit: at the top dose activity change, negative = inhibition, usual class: inhibitors; 580,000 tested, 1.1% active; further: potency means the concentration at half of the fitted maximal effect; on the % scale 0 is the no-effect control and ±100 the full control effect
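Hydroperoxide product was detected by ferrous iron/xylenol orange as the 573 to 405 nm absorbance ratio. Arachidonic acid at 40 uM (final) was turned over for 30 min at room temperature by 150 nM human 12hLO, pH 7.0 Hepes buffer, after 15 min compound preincubation.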
RGS4 inh: Inhibitors of Regulator of G Protein Signaling (RGS) 4: qHTS; Transcreener GDP fluorescence polarization, RGS4-accelerated GTP hydrolysis; 390,000 tested, 0.039% active; Potency, µM (doses to about 114 µM), inactives show at the highest dose activity change, negative = inhibition, hits mostly inhibitors; further: potency means the concentration at half of the fitted maximal effect; on the % scale 0 is the no-effect control and ±100 the full control effect; nearly all actives have a fitted effect of over 75% in size; some results filed as inactive show a strong effect at the top dose
Target sequence (P49798 whole entry, looked up): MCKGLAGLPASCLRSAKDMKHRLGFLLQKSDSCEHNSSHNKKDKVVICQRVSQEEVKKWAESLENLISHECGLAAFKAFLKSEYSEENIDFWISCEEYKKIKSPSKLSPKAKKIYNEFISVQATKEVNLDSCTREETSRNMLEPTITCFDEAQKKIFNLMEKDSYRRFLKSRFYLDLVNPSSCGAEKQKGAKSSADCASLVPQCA
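MLSMR compounds (23 nl, pin-transferred) preincubated 10 min at room temperature with a 500nM (2x) first reagent, then RGS4 at 900nM (2x) plus Transcreener GDP mix added; fluorescence polarization (620/688 nm) read before and after 90 min at 30 °C.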
APEX1 inh: qHTS Assay for Inhibitors of the Human Apurinic/apyrimidinic Endonuclease 1 (APE1); Potency, µM (series often up to 65.8 µM), for the others: top-dose activity change, negative = inhibition, usual class: inhibitors; 350,000 tested, 0.35% active; recombinant APE1, TAMRA/BHQ-2 abasic DNA cleavage fluorescence; DNA repair nuclease/redox regulator APEX1 (Homo sapiens), P27695;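 further: potency means the concentration at half of the fitted maximal effect; plate controls were vehicle for no effect and reference inhibitor for full effect; nearly all actives have a fitted effect of over 55% in size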
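Step 1: APE1 (0.75 nM) with compound, 15 min RT. Step 2: add 50 nM fluorophore/quencher THF duplex. Step 3: three fluorescence reads 60 s apart (525/598 nm); read 3 minus read 1 = reaction progress.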
LDHA inh: qHTS assay for inhibitors of human lactate dehydrogenase. activity change, % (values are at about 110 or 230 µM). L-lactate dehydrogenase A chain (Homo sapiens), P00338. AID 1347041, 2019. purified LDHA, NADH/diaphorase-resazurin fluorescence; stronger effect = lower value. 480,000 tested, 0.15% active; in the data active means activity change below about -30%; inconclusive means mostly about -25% to -30%;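 further: plate controls were DMSO wells for no effect and wells without enzyme for full effect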
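Human LDH5 at 2 nM final in Tris HCl pH 7.4 with 0.06 mM NADH and 0.2 mM pyruvate, reacted 5 minutes at room temperature. Remaining NADH coupled via diaphorase/resazurin; resorufin fluorescence read at 0 and 20 minutes, normalized to enzyme-free and DMSO wells.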
ERG-DNA inh: qHTS for Small Molecule Inhibitors of the ERG Ets/DNA interaction; Transcriptional regulator ERG (Homo sapiens), P11308; fluorescence polarization, His-ERG Ets domain / labelled DNA; Potency, µM (titrated, usually from 76.9 µM), for inactives: top-dose FP activity, negative = inhibition, most hits filed as inhibitors; 370,000 tested, 0.028% active; AID 624246, 2012; active means well fitted inhibition curve with a large enough effect in the polarisation, with a control signal flat; inconclusive means small, poorly fitted or top-dose-only effect, or effect the other way, or a change in a side signal; inactive means no such curve, though single readings can be large or run the other way; the % refers to the polarisation;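 further: polarization taken with two DNA probes labelled with fluorescein and Texas red; potency means the concentration at half of the fitted maximal effect; % of control where 0% means no effect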
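His-tagged ERG Ets domain (1 uM in the protein solution; 300mM KCl, 50mM Tris-HCl, 1mM EDTA, 1mM DTT, pH 7.5) received compound, then a probe mix of 5 nM fluorescein-DNA and 100nM Texas-615-DNA. Fluorescence polarization was read for both dyes.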
Anesthetic bind: qHTS Assay for Identification of Novel General Anesthetics. 350,000 tested, 0.074% active. AID 485281, 2010. apoferritin/1-aminoanthracene competitive binding, fluorescence. Ferritin light chain (Equus caballus), P02791. Potency, µM (doses to about 77.5 µM), inactives show at the highest dose activity change, negative = displacement, actives largely listed as inhibitors; further: potency means the concentration at half of the fitted maximal effect; on the % scale 0 is the no-effect control and ±100 the full control effect; nearly all actives have a fitted effect of over 20% in size
Target sequence (P02791 2-175 limits assumed): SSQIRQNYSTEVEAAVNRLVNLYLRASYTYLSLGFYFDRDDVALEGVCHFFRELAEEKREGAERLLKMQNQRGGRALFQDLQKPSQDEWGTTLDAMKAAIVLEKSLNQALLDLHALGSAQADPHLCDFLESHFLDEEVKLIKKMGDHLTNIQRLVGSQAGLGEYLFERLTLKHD
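Probe: 1-aminoanthracene (50% saturated, PBS). Protein: horse-spleen apoferritin, 10 uM. Incubation: 10 min, room temperature. Detection: 380 nm excitation, 535 nm emission. Analysis: normalized response, four-parameter Hill.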
Pol beta inh: qHTS Assay for Inhibitors of DNA Polymerase Beta; 340,000 tested, 1.3% active; Potency, µM (top dose mostly 114 µM), for inactives: top-dose activity change, negative = inhibition, most hits filed as inhibitors; Pol beta primer extension/strand displacement, fluorescence kinetic; P06746; further: potency means the concentration at half of the fitted maximal effect; on the % scale 0 is the no-effect control and ±100 the full control effect
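Preincubation: enzyme (10 nM) with compound, 15 min, RT. Reaction: substrate added to 50 nM final. Reads: 0 and 10 min. Analysis: normalized, Hill fit.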
POLH inh: qHTS for Inhibitors of Polymerase Eta; Potency, µM (series often up to 114 µM), for the others: at the top dose activity change, negative = inhibition, hits mostly inhibitors; AID 588591, 2011; recombinant Pol eta, fluorescent DNA replication assay; 390,000 tested, 1.2% active; DNA polymerase eta (Homo sapiens), Q9Y253; further: potency means the concentration at half of the fitted maximal effect; on the % scale 0 is the no-effect control and ±100 the full control effect
Target sequence (Q9Y253 whole entry, looked up): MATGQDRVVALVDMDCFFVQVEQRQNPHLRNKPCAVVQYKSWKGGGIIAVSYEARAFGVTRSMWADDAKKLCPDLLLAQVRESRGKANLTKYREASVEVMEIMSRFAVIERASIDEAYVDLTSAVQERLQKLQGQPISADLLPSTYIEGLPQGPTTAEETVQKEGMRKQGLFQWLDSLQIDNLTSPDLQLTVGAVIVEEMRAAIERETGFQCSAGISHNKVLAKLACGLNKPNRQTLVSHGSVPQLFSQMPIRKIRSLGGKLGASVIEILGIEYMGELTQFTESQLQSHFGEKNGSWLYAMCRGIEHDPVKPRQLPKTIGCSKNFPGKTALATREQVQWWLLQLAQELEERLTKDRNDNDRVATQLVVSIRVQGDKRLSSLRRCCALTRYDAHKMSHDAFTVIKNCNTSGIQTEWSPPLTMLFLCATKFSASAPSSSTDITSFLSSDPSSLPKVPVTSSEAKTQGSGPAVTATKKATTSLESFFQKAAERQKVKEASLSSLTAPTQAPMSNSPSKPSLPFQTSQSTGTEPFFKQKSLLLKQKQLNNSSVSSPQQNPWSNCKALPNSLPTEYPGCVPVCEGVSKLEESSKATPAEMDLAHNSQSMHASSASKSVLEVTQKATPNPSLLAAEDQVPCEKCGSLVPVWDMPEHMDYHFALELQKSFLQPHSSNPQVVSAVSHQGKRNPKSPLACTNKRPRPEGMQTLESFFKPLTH
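Pol eta at 10 nM preincubated with compounds 15 min at room temperature; reaction started with fluorescent substrate (50 nM final) and read kinetically at 0 and 10 min.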
Pol kappa inh: qHTS for Inhibitors of Polymerase Kappa; Potency, µM (titrated, usually from 107 µM), for the others: top-dose activity, negative = inhibition, most hits filed as inhibitors; 400,000 tested, 0.53% active; DNA polymerase kappa (Homo sapiens), Q9UBT6; purified Pol kappa, fluorescent DNA synthesis assay, 10 min; further: potency means the concentration at half of the fitted maximal effect; on the % scale 0 is the no-effect control and ±100 the full control effect
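Activity was followed as the change in fluorescence between reads at 0 and 10 min after starting the reaction with 50 nM substrate. Beforehand, 10 nM polymerase had been preincubated with compound for 15 min at room temperature.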
An asterisk follows results filed as active; ? = inconclusive; · = not tested or not shown; [ ] = another dose, or the depositor's remark. Unless noted, the call rests on the fitted dose curve; in most records, active means well fitted curve in the direction sought with a large enough effect; inconclusive means small, poorly fitted or top-dose-only effect, or another doubt; inactive means no such curve, though single readings can be large; an effect the other way counts as inactive or inconclusive. A portion of the library, so the mix of outcomes need not match the whole.

SMILES | 12-LOX inh | RGS4 inh | APEX1 inh | LDHA inh | ERG-DNA inh | Anesthetic bind | Pol beta inh | POLH inh | Pol kappa inh
CCS(=O)(=O)N1Cc2ccccc2CC1C(=O)Nc1nc2c(C)cccc2s1 (centres undefined) | -4.7% | -13.7% | 8.4% | -2.0 | · | -11.9% | 8.3% | -16.9% | -18.8%
S=C1NC2=C(CCCC2)C2(CCCCC2)N1 | -17.7% | -36.0% | 4.5% | -7.7 | 6.5% | -10.5% | -0.3% | -3.7% | -2.8%
CCOC(=O)c1c(-c2ccccc2)oc2ccc(OCc3cccc(Br)c3)cc12 | -14.1% | -0.3% | · | -3.6 | 4.5% | -5.4% | 2.6% | -9.4% | 1.0%
COc1ccc(S(=O)(=O)NCc2ccc(C(=O)NCc3ccccc3)cc2)cc1 | -0.7% | 12.7% | · | 2.5 | -5.1% | -8.7% | 7.0% | -16.1% | -9.6%
O=C(Cc1ccccc1)Nc1ccc(N2CCCC2)cc1 | ? | ? | -1.5% | 5.7 | 2.3% | -17.0% | 16.6% | -13.7% | -2.1%
CCOc1cc(C)ccc1OCc1nnc(SCC(=O)Nc2cccc(C(=O)O)c2)n1-c1ccccc1 | 9.0% | 16.8% | 23.3% | 0.3 | -2.0% | -5.3% | 12.5% | 1.3% | 3.3%
O=C(c1cccc(S(=O)(=O)N2CCOCC2)c1)N1CCC(Cc2ccccc2)CC1 | 8.0% | 1.7% | -11.6% | -10.6 | -7.2% | · | · | -1.7% | -7.0%
CCOC(=O)c1cc(-c2ccccc2)n(-c2cccc(C(=O)N(C)c3ccc(C)cc3)c2)c1C | ? | -16.4% | · | -6.7 | -2.2% | -3.9% | -27.0% | -16.2% | -6.6%[60.1 µM]
CCOC(=O)C1CCCC(NS(=O)(=O)c2ccc(NC(C)=O)cc2)C1 (centres undefined) | 4.4% | -10.6% | -18.9% | -1.4 | -9.7% | -8.9% | 1.6% | -4.1% | -0.1%
CCN(C[C@H]1N[C@@](CC)(C(=O)OC)[C@H]2C(=O)N(Cc3ccccc3)C(=O)[C@@H]12)C(=O)C1CCCCC1 | -59.3% | -0.7% | 22.2% | -8.0 | 2.4% | · | · | -15.2% | -1.7%
CCc1ccc([C@@H]2CC=C(C(=O)O)[C@H](c3ccc(C(C)(C)C)cc3)N2S(=O)(=O)c2ccc(C)cc2)cc1 | -68.6% | -3.1% | 3.3% | -10.8 | -1.7% | · | · | 31.6µM* | -29.8%
Cc1ccc(NC(=O)CSc2nc3ccc(NC(=O)c4ccco4)cc3s2)cc1 | ? | -7.7% | · | -1.3 | -9.4% | -6.9% | ? | -17.4% | -26.9%
COc1ccc2cnn(-c3ccccc3C)c(=O)c2c1OC | 0.0% | 29.3% | 11.0% | -8.0 | -14.2% | 1.0% | -2.7% | 6.5% | -1.0%
CCOC(=O)c1c(NC(=O)c2ccc(OC)cc2)sc2c1CCCCC2 | -25.5% | -49.3% | · | -4.9 | 2.6% | 9.6% | -19.4% | -25.1% | 7.0%
OCC[C@@H]1C[C@@H](O)[C@H](O)[C@@]2(CCc3ccccc3CO2)O1 | 0.4% | -3.1% | 35.1% | 1.0 | -2.7% | -10.7% | 3.3% | -3.8% | -7.1%
COc1ccccc1CNC(=O)C1Cc2ccccc2C(=O)O1 (centres undefined) | -2.8% | 3.7%[11.4 µM] | 10.9% | -7.6 | 16.4% | -8.8% | 33.1% | -4.4% | -6.1%[60.1 µM]
O=C(CC1C(=O)NCCN1CC(c1ccccc1)c1ccccc1)NCCc1cn[nH]c1 (centres undefined) | 5.5% | 9.9% | 0.9% | -3.6 | 3.6% | -22.2% | -0.4% | -5.0% | -8.2%
O=C(NCCc1csc(-c2ccccc2)n1)c1cccs1 | 26.8% | -0.8% | ? | -8.1 | 15.9% | -3.0% | -7.3% | -3.0% | -14.6%
COc1cc(/C=C2\N=C(C)OC2=O)cc(Cl)c1OC(C)=O | ? | 10.8% | -10.8% | 0.4 | 31.7%[activator] | 1.3% | 40.4% | -15.2% | -6.1%[60.1 µM]
O=C(CSc1nnc2ccc(-c3cccnc3)nn12)Nc1ccccc1F | -1.6% | -3.4% | -6.6% | -5.8 | 4.6% | · | · | -11.5% | -16.3%
O=C(COC(=O)[C@H](Cc1ccccc1)NC(=O)c1cccs1)NC1CCCCC1 | -3.8% | -18.7% | 2.5% | -3.6 | -2.8% | ? | 0.8% | -15.1% | -4.8%
COc1ccc2[nH]c(=O)c(CN(CCO)S(=O)(=O)c3ccc4c(c3)OCCO4)cc2c1 | -34.4% | 14.6% | -5.3% | 1.0 | · | 0.0% | 12.9% | -9.6% | -10.0%
COc1ccc2c(=O)c(-c3ccccc3C)c(C)oc2c1 | 6.0% | -14.5%[11.4 µM] | -0.5% | -4.6 | -3.3% | -23.8% | 9.8% | -8.7% | -11.8%
COc1ccccc1NC(=O)CSc1n[nH]c(Cc2ccccc2)n1 | 0.0% | 14.4% | -5.1% | 2.1 | -5.7% | -4.2% | -16.6% | -15.9% | -1.5%
CCn1c(SC(C)C(=O)Nc2ccc3c(c2)OCCO3)nnc1C1CC1 (centres undefined) | -7.2% | 2.7% | 39.7% | -1.8 | 0.4% | · | · | -11.8% | -0.6%
COc1ccc([N+](=O)[O-])cc1NC(=O)COC(=O)C=C(C)C | 0.4% | 21.4% | -0.7% | -11.7 | 1.4% | -6.5% | -1.4% | -17.9% | -1.7%
CC1(C)Cc2c(sc(NC(=O)c3ccc(Br)o3)c2C#N)CO1 | 0.0% | 10.3% | 16.0% | 2.6 | -6.7% | -13.8% | 43.6% | 4.1% | -18.6%
Cc1nn(-c2ccccc2)c(C)c1NC(=O)COc1ccc(Br)cc1Cl | -7.8% | -46.8% | -2.2% | 1.8 | -11.2% | -1.3% | 15.9%[57.1 µM] | -13.8% | -4.9%
Cc1cccc(C)c1NC(=S)N(CCc1ccncc1)C(C)C | 8.2% | -0.2% | ? | -4.5 | -3.7% | -4.6% | ? | -6.3% | -4.3%
O=C(N/C(=C\c1ccco1)C(=O)N1CCOCC1)c1ccco1 | 0.0% | 22.9% | -4.6% | 3.1 | 3.9% | -8.8% | -1.2% | 9.8% | -16.8%
Cc1cc(C)c2cc(CN(CC3CCCO3)S(=O)(=O)c3ccc4c(c3)OCCO4)c(=O)[nH]c2c1 (centres undefined) | ? | -26.0% | -2.5% | 7.2 | · | -20.2% | 14.9% | -11.2% | -12.5%
COc1ccccc1CNCc1cccs1 | 6.7% | -12.2% | 14.6% | -7.4 | 4.0% | -8.1% | 76.4% | -15.2% | -3.0%
CCOC(=O)C1CCCN(C(=O)CSc2nnc3nc(C)cc(C)n23)C1 (centres undefined) | 143.2%[activator] | 11.4% | -34.6% | -7.7 | -4.0% | · | · | ? | -12.3%
Cc1ccc(N2C(=O)c3ccccc3C2Nc2ccc(S(=O)(=O)N3CCCCC3)cc2)nc1 (centres undefined) | 17.6% | 4.3% | 1.2% | -0.8 | -9.6% | -18.6% | -2.1% | -19.7% | -27.5%
Cc1ccc(NC(=O)CCSc2nc(-c3ccc4c(c3)OCO4)cc(C(F)(F)F)n2)c(C)c1 | -13.4% | -6.8% | · | -3.2 | 2.2% | -10.5% | 1.1% | -1.3% | 2.9%
Cn1c(CCN2CCN(c3ccc(F)cc3)CC2)nc2cc(NC(=O)c3ccco3)ccc21 | 2.8% | 6.2% | -0.7% | -4.2 | -22.2% | -17.5% | 1.0% | -14.8% | -2.9%
CCc1nnc(NC(=O)CCN(c2ccc(C)cc2)S(=O)(=O)c2ccccc2)s1 | 2.9% | -10.7% | 14.8% | -7.0 | 0.3% | -17.7% | 30.9% | -17.7% | -6.3%
CCN(CC)CCC(=O)c1ccc(F)cc1 | 0.3% | -8.3% | 0.4% | -7.3 | -5.3% | 3.1% | 2.0% | -14.6% | 4.0%
O=C1NC[C@H](Cc2ccccc2)N(CC2CCN(CCCC3CCCC3)CC2)C1=O | -29.6% | 8.2% | · | 0.6 | -4.5% | · | · | -5.2% | -5.9%
O=C(NCc1ccccc1Cl)c1cccc2c1C(=O)c1ccc(-c3ccc(OC(F)(F)F)cc3)cc1S2(=O)=O | · | 13.4% | 21.7% | -12.7 | -2.2% | · | · | -3.2% | -23.0%
COc1ccc(OC)c(S(=O)(=O)N2CCC(C(=O)NCc3ccncc3)CC2)c1 | -42.8% | 19.2% | 15.8% | -10.9 | 9.2% | 0.2% | 1.2% | ? | -8.4%
CC(C)OC(=O)CSc1nnc(-c2ccc(C(C)(C)C)cc2)n1N | ? | ? | -0.6% | -1.2 | -1.4% | -4.7% | 3.4% | -14.4% | 4.8%
Cc1ccc(-c2c(C)sc3ncn(CC(=O)N4CCOCC4)c(=O)c23)cc1C | -0.2% | 2.2% | 1.8% | 3.7 | 7.6% | -2.9% | 19.6% | -10.4% | 9.6%
